Screening results (PubChem)
mIAP inh: inhibitors of mouse IAP, primary screen, biochemical, luminescence, uHTS; intestinal alkaline phosphatase [Mus musculus]; AID 2806, 2010; purified mouse IAP, CDP-Star luminescence, 30 min; inhibition, % at 10 µM; 330,000 compounds, 0.2% hits;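 active = inhibition of at least 40% at 10 µM in the primary screen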;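 note: plate controls were DMSO with enzyme for no effect and no enzyme wells for full effect; values of inactives mirror those of a sister screen read the other way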
MIN6 prolif: inducers of MIN6 beta-cell proliferation, primary screen, ATP luminescence, uHTS; MIN6 cells proliferation, ATPlite luminescence, 48 h; cells starved in 0.2% serum; 100% = growth in 10% serum; proliferation, % at 10 µM; 330,000 compounds, 0.29% hits; AID 2380, 2010;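 active = compounds whose signal lies at least 3.5 SD above the mean of all wells on their plate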;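 note: 0% = DMSO-treated cells in low-serum medium and 100% = 10% serum control; some compounds called inactive have numbers as strong as hits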
A3A deaminase: APOBEC3A ssDNA deaminase inhibitors, primary screen, selectivity assay for APOBEC3G inhibitor project, biochemical, FAM/TAMRA oligo cleavage fluorescence | recombinant A3A, FAM/TAMRA ssDNA deamination fluorescence | inhibition, % at 20 µM | 330,000 compounds, 0.41% hits | DNA dC->dU-editing enzyme APOBEC-3A (Homo sapiens), P31941;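 active = at least 40% inhibition at 20 µM here, with at most 30% in a related deaminase screen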;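 note: plate controls were A3A with DMSO for no effect and wells lacking A3A enzyme for full effect; some results filed as inactive read as strong as hits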
NLRP3 yeast inh: NALP3 inflammasome inhibitors in reconstituted yeast, primary screen, luminescence, uHTS; Yeast reconstituted NLRP3/ASC/caspase-1, beta-gal luminescence, 24 h; inhibition, % at 10 µM; 330,000 compounds, 0.39% hits; AID 2825, 2010;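 active = inhibition of 50% or more; inactive = inhibition below 50%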;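 note: plate controls were induced DMSO wells for no effect and uninduced yeast grown without galactose for full effect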
TIM10 inh: growth inhibitors of isogenic TIM10 control yeast, primary screen, counter-screen for tim10-1 yeast inhibitor project, luminescence, uHTS | S. cerevisiae TIM10 strain growth, BacTiter-Glo luminescence, 24 h | inhibition, % at 10 µM | 330,000 compounds, 1.4% hits;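 active = inhibition of 40% or more at the single tested concentration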;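 note: wild-type TIM10 isogenic control strain grown at permissive 25 °C; 0% = DMSO yeast wells and 100% = minimal medium wells without yeast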
tim10-1 inh: growth inhibitors of tim10-1 mutant yeast, primary screen, luminescence, uHTS; S. cerevisiae tim10-1 ts strain growth, BacTiter-Glo, 24 h; 330,000 compounds, 2.2% hits; AID 463190, 2010; inhibition, % at 20 µM;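 active = inhibition of at least 40%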;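 note: mutant grown at 25 °C; 0% = DMSO wells with yeast and 100% = wells holding no yeast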
mIAP activ: activators of mouse IAP, primary screen, biochemical, luminescence, uHTS; intestinal alkaline phosphatase [Mus musculus]; muIAP, CDP-Star luminescence, 30 min; stronger effect = higher value; 1 = vehicle-only enzyme signal, 0 = enzyme-free wells; activation factor at 10 µM; 330,000 compounds, 0.24% hits; AID 2805, 2010;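 active = activation factor of at least 2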; note: the source names both 10 and 20 µM as test concentration; values of inactives mirror those of a sister screen read the other way
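System: mouse IAP enzyme. Reagent: CDP-Star chemiluminescent phosphatase substrate. Benchmarks: DMSO wells, no-enzyme wells. Times: 30 min enzyme-substrate-compound incubation at room temperature. Detection: luminescence from enzymatic CDP-Star hydrolysis. Doses: test compounds delivered from DMSO solution.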
hIAP inh: human IAP inhibitors, primary screen, biochemical, luminescence, uHTS; purified IAP, CDP-Star luminescence, 30 min; 330,000 compounds, 0.12% hits; AID 2544, 2010; inhibition, % at 10 µM;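 active = inhibition reaching a set limit with compound at 10 µM in the primary screen, cut at about 35% in these data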;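 note: plate controls were DMSO wells with enzyme for no effect and no-enzyme buffer wells for full effect; values of inactives mirror those of a sister screen read the other way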
Target sequence (P09923 whole entry, looked up): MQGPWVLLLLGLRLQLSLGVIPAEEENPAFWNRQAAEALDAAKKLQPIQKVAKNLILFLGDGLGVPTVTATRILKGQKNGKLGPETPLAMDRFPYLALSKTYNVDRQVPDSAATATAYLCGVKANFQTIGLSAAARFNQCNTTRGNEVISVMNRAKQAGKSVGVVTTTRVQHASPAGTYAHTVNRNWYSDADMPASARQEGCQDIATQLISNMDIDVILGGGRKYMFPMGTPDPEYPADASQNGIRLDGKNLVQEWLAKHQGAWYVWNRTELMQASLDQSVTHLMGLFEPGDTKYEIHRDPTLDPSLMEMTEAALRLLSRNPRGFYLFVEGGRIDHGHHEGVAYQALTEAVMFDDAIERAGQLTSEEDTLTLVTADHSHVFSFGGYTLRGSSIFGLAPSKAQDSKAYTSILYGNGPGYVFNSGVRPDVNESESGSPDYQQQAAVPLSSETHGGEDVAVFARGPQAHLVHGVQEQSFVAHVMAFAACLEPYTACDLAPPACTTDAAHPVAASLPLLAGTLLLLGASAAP
APOBEC3G inh: APOBEC3G DNA deaminase inhibitors, primary screen, biochemical, fluorescence, single-stranded DNA substrate, uHTS; 330,000 compounds, 0.28% hits; DNA dC->dU-editing enzyme APOBEC-3G (Homo sapiens), Q9HC16; inhibition, % at 20 µM; recombinant A3G, ssDNA deamination FAM/TAMRA fluorescence;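 active = inhibition of at least 40% at 20 µM, with no more than 30% in the related APOBEC3A deaminase screen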;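 note: plate controls were DMSO wells with A3G for no effect and wells lacking A3G enzyme for full effect; some compounds called inactive have numbers as strong as hits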
Target sequence (Q9HC16 whole entry, looked up): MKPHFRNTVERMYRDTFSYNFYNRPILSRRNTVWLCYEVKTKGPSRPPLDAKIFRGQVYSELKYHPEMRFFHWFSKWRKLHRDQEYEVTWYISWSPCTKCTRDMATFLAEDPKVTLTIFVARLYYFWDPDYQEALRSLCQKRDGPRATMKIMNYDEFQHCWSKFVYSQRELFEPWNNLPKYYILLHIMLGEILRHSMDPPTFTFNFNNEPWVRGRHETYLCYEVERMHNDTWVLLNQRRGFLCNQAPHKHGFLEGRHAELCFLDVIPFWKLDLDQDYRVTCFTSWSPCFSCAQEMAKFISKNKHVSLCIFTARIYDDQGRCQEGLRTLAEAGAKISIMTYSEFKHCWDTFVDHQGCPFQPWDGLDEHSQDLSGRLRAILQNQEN
* = called active by the depositor. Random draw from the library. Share with any hit: about 4.6%.

no.	Molecule	mIAP inh	MIN6 prolif	A3A deaminase	NLRP3 yeast inh	TIM10 inh
1	CC1CCCCN1Cc1ccc(N)cc1 (stereo not given)	2	0	3	6	-7
2	COCCNC(=O)c1ccc(N(C)S(=O)(=O)c2ccc(OC)c(OC)c2)cc1	6	-2	-4	0	3
3	CCOc1ccccc1N=C1NC(=O)CS1	14	-2	-3	-1	11
4	Cc1ccc(NC(=O)COC(=O)c2ccc(CN3CCCC3=O)cc2)cc1C	6	1	-5	22	2
5	COc1ccc2c3n([n+]([O-])c2c1)CCN=C3c1ccc(Cl)cc1	0	1	0	14	18
6	Cc1ccccc1C(=O)c1cccn1CC(=O)NCc1ccccc1Cl	0	0	-8	0	-17
7	CCC(OC(=O)c1nsc(Cl)c1Cl)C(=O)NC(C)(C)CC (stereo not given)	-12	3	2	12	20
8	COC(=O)CCC(=O)Nc1ccc(S(=O)(=O)N2CCCCCC2)cc1	-1	-3	0	-3	11
9	Cc1cc(C)c2[nH]c(=O)c(C(c3nnnn3CC3CCCO3)N3CCC(C)CC3)cc2c1 (stereo not given)	12	-1	0	15	15
10	N#Cc1ccsc1NC(=O)CCS(=O)(=O)c1ccccc1	2	2	0	-5	14
11	Cc1cc(C)n(-c2c(F)c(F)c(CN3CCCCC3)c(F)c2F)n1	4	-5	-3	14	4
12	CCc1ccc(-n2c(Cc3ccccc3)n[nH]c2=S)cc1	-11	-3	-6	13	13
13	COC(=O)Cn1c(=NC(=O)c2nc3ccccc3s2)sc2cc(S(C)(=O)=O)ccc21	14	0	-2	14	3
14	O=C1S/C(=C\c2cccs2)C(=O)N1c1ccc(O)cc1	6	-3	-2	11	30
15	Cc1ccc(-n2c(-c3ccco3)nc3nc4ccccc4nc32)cc1F	7	0	-5	14	9

no.	tim10-1 inh	mIAP activ	hIAP inh	APOBEC3G inh
1	14	0.98	-5	-1
2	11	0.94	-20	-8
3	7	0.86	0	-5
4	13	0.94	0	-14
5	19	1	-15	-4
6	19	1	8	-8
7	16	1.1	-12	-5
8	25	1	-18	0
9	8	0.89	-6	-1
10	7	0.98	-8	-2
11	0	0.96	9	-5
12	48*	1.1	-28	13
13	2	0.86	1	-6
14	23	0.94	-17	-14
15	5	0.93	17	-7

Further results:
no.	Molecule	mIAP inh	MIN6 prolif	A3A deaminase	NLRP3 yeast inh	TIM10 inh
16	CCC(=O)N1CCCc2cc(S(=O)(=O)N3CCN(c4ccccn4)CC3)ccc21	1	-3	1	-3	16
17	COc1ccc(O)c(-c2nc(N)nc(N)n2)c1	9	2	-4	-4	8
18	CC(C)(O)c1[nH]c2ccc(C#N)cc2c1C(C)(C)O	-6	-2	-1	18	2
19	OCCN1CCN(C(=S)c2ccc(Cl)cc2)CC1	-6	-1	-8	17	-15
20	CSc1nc2nccc(-c3ccc4c(c3)OCO4)n2n1	2	2	1	-1	29
21	Cc1cc(C)cc(OCCn2nnc3ccccc32)c1	4	0	-6	19	-7
22	O=C(/C=C/c1ccc(Cl)cc1Cl)N1CCN(c2ccc([N+](=O)[O-])c(N3CCOCC3)c2)CC1	10	0	-5	6	13
23	COC(=O)c1cc(Br)c(=O)n(-c2cc(C)on2)c1	3	-1	-2	2	-20
24	CS(=O)(=O)c1ccc2nc(NC(=O)CN3CCCCCC3)sc2c1	2	-2	-6	-8	2
25	O=C(c1cccs1)N1CCCN(c2ncnc3scc(-c4ccccc4)c23)CC1	6	2	-2	-2	25
26	CC(C)CN(C(=O)c1cc(=O)[nH]c2ccccc12)c1c(N)n(Cc2ccccc2)c(=O)[nH]c1=O	6	5	2	4	7
27	O=C(Cc1ccccc1F)Nc1cc(S(=O)(=O)N2CCCC2)ccc1Cl	-14	0	0	6	-4
28	CCOc1ccc(C2C3=C(CCCC3=O)Nc3nc(C(F)(F)F)nn32)cc1OC (stereo not given)	2	1	-2	-3	7
29	COc1cc2cc(C(=O)N/N=C/c3ccc(F)cc3)[nH]c2cc1OC	-10	0	-2	0	-7
30	COc1ccc(C(C(=O)Nc2ccc(F)cc2)N(C(=O)Cn2nnc3ccccc32)C2CC2)cc1 (stereo not given)	-3	-3	-2	11	-7

no.	tim10-1 inh	mIAP activ	hIAP inh	APOBEC3G inh
16	30	0.99	5	-2
17	2	0.91	0	-8
18	5	1.1	12	-10
19	1	1.1	-30	19
20	32	0.98	-14	-6
21	-1	0.95	-14	-6
22	42*	0.9	21	-5
23	1	0.97	-1	-5
24	-10	0.98	-39	-9
25	25	0.94	17	-5
26	8	0.94	-3	-11
27	4	1.1	3	-2
28	-3	0.98	10	-4
29	-8	1.1	9	-7
30	-6	1	2	-4

The results go on.
no.	Molecule	mIAP inh	MIN6 prolif	A3A deaminase	NLRP3 yeast inh	TIM10 inh
31	Cc1ccc(Cl)cc1N1CCN(Cc2nc3c(c(=O)[nH]c(=O)n3C)n2CCc2ccccc2)CC1	-14	-4	1	-1	-5
32	COc1ccc(-c2[nH]ncc2/C=N/NC(=O)c2cc(Br)ccc2O)c(OC)c1	2	-2	5	-6	9
33	COc1ccc(C(=O)OCC(=O)Nc2cc(C)c(C)cc2[N+](=O)[O-])cc1	14	5	2	-6	9
34	COC(=O)c1c(C)[nH]c(O)c1C=Nc1ccc(Oc2ccccc2)cc1	19	-1	-2	4	-18
35	CSc1ccccc1COC(=O)Nc1ccccc1C	0	2	-4	10	6
36	CC(C)C(c1nnnn1C1CCCCC1)N1CCc2ccccc21 (stereo not given)	-6	3	-3	-39	46*
37	O=C(CC1COc2ccccc2O1)NCc1ccccc1 (stereo not given)	-2	-1	1	20	3
38	CCCOc1ccccc1-n1sc2c(c1=S)-c1cc(OC)cc3c1N(C(=O)C3=O)C2(C)C	6	-6	0	18	21
39	COc1cccc(C(=O)COC(=O)CCC(=O)c2ccccc2)c1	2	4	-4	8	8
40	COC(=O)c1sccc1NC(=O)CN1CCN(c2ccc(F)cc2)CC1	-5	-4	-4	2	-6
41	O=C(Nc1ccc(NC(=O)C2CC2)nc1)c1ccccn1	4	-2	-3	9	21
42	CC(=O)c1cccc(OCc2cc(C(=O)N(C)C(C)c3ccccn3)no2)c1 (stereo not given)	-5	-1	2	6	4
43	COC(=O)[C@]1(C)N[C@H](CN(C)S(=O)(=O)c2ccc(OC(F)(F)F)cc2)[C@@H]2C(=O)N(Cc3ccccc3)C(=O)[C@@H]21	3	-1	2	-2	9
44	CCn1nc(C)c(CNC(=O)CC2C(=O)NCCN2CC(C)(C)C)c1C (stereo not given)	-1	-1	-3	-11	-12
45	CCOc1cccc(N2C(=O)CC(N(CCc3ccc(OC)c(OC)c3)C(=O)CC)C2=O)c1 (stereo not given)	-4	-2	-3	18	12

no.	tim10-1 inh	mIAP activ	hIAP inh	APOBEC3G inh
31	-3	1.1	-48	0
32	9	0.98	9	2
33	18	0.86	-28	1
34	-26	0.81	-10	-4
35	-3	0.99	4	-7
36	29	1.1	0	-4
37	0	1	7	1
38	25	0.94	6	-2
39	28	0.98	7	-8
40	0	1.1	3	-2
41	32	0.96	-12	-5
42	21	1	-2	0
43	-8	0.97	-13	-1
44	0	1	-3	-11
45	19	1	-3	-2

Retrieved by compound from the list above:
no.	Molecule	mIAP inh	MIN6 prolif	A3A deaminase	NLRP3 yeast inh	TIM10 inh
3	CCOc1ccccc1N=C1NC(=O)CS1	14	-2	-3	-1	11
21	Cc1cc(C)cc(OCCn2nnc3ccccc32)c1	4	0	-6	19	-7

no.	tim10-1 inh	mIAP activ	hIAP inh	APOBEC3G inh
3	7	0.86	0	-5
21	-1	0.95	-14	-6

Sorted by formula weight (ascending): three of the compounds above
no.	Molecule	mIAP inh	MIN6 prolif	A3A deaminase	NLRP3 yeast inh	TIM10 inh
33	COc1ccc(C(=O)OCC(=O)Nc2cc(C)c(C)cc2[N+](=O)[O-])cc1	14	5	2	-6	9
40	COC(=O)c1sccc1NC(=O)CN1CCN(c2ccc(F)cc2)CC1	-5	-4	-4	2	-6
43	COC(=O)[C@]1(C)N[C@H](CN(C)S(=O)(=O)c2ccc(OC(F)(F)F)cc2)[C@@H]2C(=O)N(Cc3ccccc3)C(=O)[C@@H]21	3	-1	2	-2	9

no.	tim10-1 inh	mIAP activ	hIAP inh	APOBEC3G inh
33	18	0.86	-28	1
40	0	1.1	3	-2
43	-8	0.97	-13	-1

Additional results:
no.	Molecule	mIAP inh	MIN6 prolif	A3A deaminase	NLRP3 yeast inh	TIM10 inh
46	CN(C)CCN1C(=O)C(=O)/C(=C(/O)c2ccc(S(=O)(=O)N3CCOCC3)cc2)C1c1ccc(F)cc1 (stereo not given)	-1	3	5	8	10
47	COc1cc(N=Cc2c(O)c3ccccc3oc2=O)c(OC)cc1Cl	-10	0	-3	14	1
48	O=C(NCc1ccccn1)c1ccc(Cl)c(S(=O)(=O)N2CCCCCC2)c1	1	-1	2	28	-27
49	Cc1ccccc1C1=Nn2c(nnc2-c2ccco2)SC1	5	0	-4	23	22
50	O=C(CCC(=O)Nc1ccccc1)N/N=C/c1ccncc1	-8	1	1	-5	9
51	CC(=O)c1csc(-c2ccccc2)n1	2	1	10	-15	10
52	CN1CCN(CC(C)(C)NS(=O)(=O)c2ccc(Cl)cc2)CC1	0	-2	-2	20	7
53	Cc1c(NC(C)c2ccccc2O)c(=O)n(-c2ccccc2)n1C (stereo not given)	4	-2	-9	2	-2
54	CC(C)CCn1c(SCC(N)=O)nc2c1c(=O)n(C)c(=O)n2C	1	3	-4	2	7
55	O=C(NC1CCN(C(=S)Nc2ccc(F)cc2)CC1)C1CCCCC1	-4	-3	-2	11	-13
56	Cn1c(N)c(C(=O)COC(=O)Cn2cc(C(F)(F)F)ccc2=O)c(=O)n(C)c1=O	0	-1	8	12	1
57	COc1ccc(CC(=O)Nc2cc(S(=O)(=O)N3CCCC3)ccc2Cl)c(OC)c1	5	-1	-4	12	10
58	COc1ccc(S(=O)(=O)N2CCCCC2C(=O)O)cc1 (stereo not given)	-16	-2	-5	3	12
59	CCN(CC)S(=O)(=O)c1cc(NC(=O)C(CC(C)C)NC(N)=O)ccc1C (stereo not given)	0	1	4	-4	-1
60	c1ccc(CN2CCCC3(CCCN(Cc4nc(CC5CC5)no4)C3)C2)cc1 (stereo not given)	-4	4	-3	4	11

no.	tim10-1 inh	mIAP activ	hIAP inh	APOBEC3G inh
46	-8	1	-15	3
47	12	1.1	2	4
48	-8	0.99	-6	-5
49	28	0.95	6	-13
50	-14	1.1	-32	-5
51	0	0.97	9	-11
52	10	1	5	-5
53	0	0.96	0	-15
54	1	0.99	0	-2
55	-9	1	5	-6
56	5	1	-3	-3
57	23	0.95	10	-8
58	7	1.2	5	2
59	-1	1	12	-7
60	9	1	4	-6
